# BLM helicase inh: qHTS Assay for Inhibitors of Bloom's syndrome helicase (BLM); RecQ-like DNA helicase BLM (Homo sapiens), P54132; recombinant BLM DNA unwinding, fluorescence dequenching; Potency, µM (titrated, usually from 56.1 µM), without a hit: at the top dose activity change, negative = inhibition, usual class: inhibitors; 350,000 compounds, 0.2% hits;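 also: plate controls were vehicle for no effect and no enzyme for full effect; nearly all actives have a fitted effect of over 35% in size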
# Tb PGK inh: qHTS Assay to Find Inhibitors of Phosphoglycerate Kinase | Phosphoglycerate kinase, glycosomal (Trypanosoma brucei brucei), P07378 | PGK/GAPDH coupled, Kinase-Glo luminescence, 60 min | Potency, µM (series often up to 57.5 µM), for inactives: top-dose activity change, negative = inhibition, hits mostly inhibitors | 380,000 compounds, 0.043% hits; also: % is scaled to controls: 0 for no effect and ±100 for the full control effect; nearly all actives have a fitted effect of over 60% in size
# Target sequence (P07378 whole entry, looked up): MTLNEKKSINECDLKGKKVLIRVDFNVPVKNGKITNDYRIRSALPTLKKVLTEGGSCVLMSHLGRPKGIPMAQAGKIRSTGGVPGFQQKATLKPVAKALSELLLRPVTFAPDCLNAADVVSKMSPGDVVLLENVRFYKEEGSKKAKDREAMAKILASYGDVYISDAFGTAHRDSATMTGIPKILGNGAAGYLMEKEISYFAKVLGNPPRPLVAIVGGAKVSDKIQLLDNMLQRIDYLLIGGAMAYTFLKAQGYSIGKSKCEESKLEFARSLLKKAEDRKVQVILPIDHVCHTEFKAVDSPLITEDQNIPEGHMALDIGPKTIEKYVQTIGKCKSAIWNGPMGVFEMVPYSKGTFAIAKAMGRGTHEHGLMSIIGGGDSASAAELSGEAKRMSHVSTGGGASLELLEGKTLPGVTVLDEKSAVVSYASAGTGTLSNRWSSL
#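 Luminescent ATP detection (Kinase-Glo Plus) follows a 60-minute room-temperature incubation, with wells lacking PGK as controls. Buffer: 100 mM TEA (pH 7.6), 5 mM MgCl2, 0.01% Tween-20. Coupling enzyme GAPDH (100 nM final) supplies unstable 1,3-BPG in-well.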
# JMJD2A Tudor: qHTS Assay for Inhibitors of JMJD2A-Tudor Domain; 390,000 compounds, 4.4% hits; Potency, µM (titrated, usually from 114 µM), for the others: top-dose activity change, negative = inhibition, most hits filed as inhibitors; Lysine-specific demethylase 4A (Homo sapiens), O75164; AlphaScreen JMJD2A-Tudor / H3K4me3 peptide binding; AID 504339, 2011; also: % is scaled to controls: 0 for no effect and ±100 for the full control effect; nearly all actives have a fitted effect of over 50% in size
# GLS inh: qHTS for Inhibitors of Glutaminase (GLS) | GLS enzymatic activity, qHTS titration | Glutaminase kidney isoform, mitochondrial (Homo sapiens), O94925 | 410,000 compounds, 0.21% hits | Potency, µM (titrated, usually from 45.5 µM), for inactives: at the highest dose activity change, negative = inhibition, actives largely listed as inhibitors; also: % is scaled to controls: 0 for no effect and ±100 for the full control effect
#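 Assay buffer: 45 mM KH2PO4 pH 8.2, 0.02% Tween-20. hKGA acts on L-glutamine (1 mM solution added); product glutamate is reported by an oxidase/peroxidase Amplex Red coupling, with fluorescence taken at baseline and 30 min.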
# Pin1 inh: qHTS Assay to Find Inhibitors of Pin1; Peptidyl-prolyl cis-trans isomerase NIMA-interacting 1 (Homo sapiens), Q13526; Pin1 FP peptide displacement, HiFluor488, 10 min; Potency, µM (doses to about 115 µM), without a hit: at the highest dose activity, negative = inhibition, actives largely listed as inhibitors; 390,000 compounds, 0.009% hits; AID 504891, 2011; active = well fitted inhibition curve with a large enough effect in the polarisation, with a control signal flat, not every such curve was filed as active; inconclusive = small, poorly fitted or top-dose-only effect, or effect the other way, or a change in a side signal; inactive = no such curve, though single readings can be large or run the other way; the % refers to the polarisation; also: % is scaled to controls: 0 for no effect and ±100 for the full control effect
# Target sequence (Q13526 whole entry, looked up): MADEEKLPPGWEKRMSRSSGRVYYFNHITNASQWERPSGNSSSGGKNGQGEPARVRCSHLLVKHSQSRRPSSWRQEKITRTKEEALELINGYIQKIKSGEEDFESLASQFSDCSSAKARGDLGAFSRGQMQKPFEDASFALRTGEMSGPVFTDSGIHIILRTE
# Pol iota inh: qHTS for Inhibitors of Polymerase Iota; DNA polymerase iota (Homo sapiens), Q9UNA4; Pol iota fluorescent replication assay, 10 min; Potency, µM (titrated, usually from 115 µM), inactives show at the highest dose activity, negative = inhibition, actives largely listed as inhibitors; 390,000 compounds, 1% hits; AID 588590, 2011
#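 Pol iota at 10 nM preincubated 15 min with compounds at room temperature; reaction started with fluorescent substrate, 50 nM final. Fluorescence read kinetically at 0 and 10 min; buffer-only wells as negative control.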
# BAZ2B block: qHTS Assay for Inhibitors of BAZ2B; Bromodomain adjacent to zinc finger domain protein 2B (Homo sapiens), Q9UIF8; AlphaScreen BAZ2B-H3K14Ac peptide displacement; Potency, µM (doses to about 114 µM), for the others: at the top dose activity change, negative = inhibition, most hits filed as inhibitors; 360,000 compounds, 4.4% hits; AID 504333, 2011; also: % is scaled to controls: 0 for no effect and ±100 for the full control effect; nearly all actives have a fitted effect of over 60% in size
#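 Complex of BAZ2B and biotin-H3K14Ac (50 nM apiece) forms over 30 min at RT, then faces library compounds up to 110 uM for another 30 min; AlphaScreen beads added, 20 min dark incubation, luminescence read.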
# G9a block: qHTS Assay for Inhibitors of Histone Lysine Methyltransferase G9a; Histone-lysine N-methyltransferase EHMT2 (Homo sapiens), Q96KQ7; G9a H3K9 monomethylation, AlphaScreen, 2 h; 350,000 compounds, 8.8% hits; Potency, µM (top dose mostly 102 µM), without a hit: at the top dose activity, negative = inhibition, actives largely listed as inhibitors; also: % is scaled to controls: 0 for no effect and ±100 for the full control effect; nearly all actives have a fitted effect of over 75% in size
# Target sequence (Q96KQ7 913-1193 limits assumed): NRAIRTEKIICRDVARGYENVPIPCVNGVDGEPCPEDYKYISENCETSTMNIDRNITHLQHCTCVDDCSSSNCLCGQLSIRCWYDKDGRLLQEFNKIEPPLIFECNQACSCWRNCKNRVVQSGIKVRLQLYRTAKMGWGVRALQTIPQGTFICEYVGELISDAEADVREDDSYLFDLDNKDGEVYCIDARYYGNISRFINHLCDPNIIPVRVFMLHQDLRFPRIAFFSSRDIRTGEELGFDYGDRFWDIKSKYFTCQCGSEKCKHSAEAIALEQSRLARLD
#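 Quantitative HTS format: methyltransferase activity on a biotin-tagged H3K9 peptide is measured by AlphaScreen, using a rabbit anti-monomethyl-H3K9 antibody with streptavidin donor and anti-IgG acceptor beads. Final levels are 20 nM enzyme, 500 nM peptide, 20 uM SAM; 2 h RT.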
# HP1b chromo inh: HTS for Inhibitors of HP1-beta Chromodomain Interactions with Methylated Histone Tails; AlphaScreen HP1-beta / biotin-H3K9me3 peptide binding; Potency, µM (top dose mostly 114 µM), without a hit: at the top dose activity change, negative = inhibition, usual class: inhibitors; 390,000 compounds, 0.56% hits; AID 540317, 2011; also: nearly all actives have a fitted effect of over 70% in size; inactives centre near 23
# Target sequence (P83916 whole entry, looked up): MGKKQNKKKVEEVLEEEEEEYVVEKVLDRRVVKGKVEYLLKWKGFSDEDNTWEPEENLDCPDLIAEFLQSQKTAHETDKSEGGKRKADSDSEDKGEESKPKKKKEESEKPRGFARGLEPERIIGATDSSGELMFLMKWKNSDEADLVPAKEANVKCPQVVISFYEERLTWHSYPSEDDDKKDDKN
#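 HP1-beta protein (50 nM final) preincubated 30 min at room temperature with biotinylated H3(1-18)K9me3 peptide (50 nM) in PBS pH 7.4, 0.01% Tween-20, then compound added for 30 min. AlphaScreen streptavidin donor/nickel chelate acceptor beads (10 ug/mL final), 30 min dark, luminescence read.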
# Active calls of the source: *; i = inactive; ? = inconclusive; . = not tested or not shown; [ ] = another dose, or the depositor's remark. Unless noted, calls follow the shape of the dose curve; as a rule, active = well fitted curve in the direction sought with a large enough effect; inconclusive = small, poorly fitted or top-dose-only effect, or another doubt; inactive = no such curve, though single readings can be large; an effect the other way counts as inactive or inconclusive. Potency is read from the fitted curve at half-maximal effect.
# The line under a structure holds: BLM helicase inh, Tb PGK inh, JMJD2A Tudor, GLS inh, Pin1 inh, Pol iota inh, BAZ2B block, G9a block, HP1b chromo inh
- CCCC(CCC(=O)Nc1ccc(C(=O)OCC)cc1)C(=O)O (stereo not given)
  -7%, -6%, 17%, 2%, -2%, 10%, 1%, 3%[59 µM], 35%
- CCc1c(C)c(C#N)c2nc3ccccc3n2c1NCCOC
  -11%, -7%, 8%, 5%, 2%, 6%, 5%, -34%, 51%[activator]
- Cc1ccccc1Sc1ccc([N+](=O)[O-])cn1
  ., i, ?, -1%, 5%, 28%, ., ., ?
- CCOC(=O)c1ccc(N2CCN(c3cc(Cl)ccc3C)CC2)c(NC(=O)Nc2cccc(OC)c2)c1
  -6%, -1%, -3%, 0%, ?, 21%, 4%, 0%[59 µM], 26%
- COc1cccc(N2CC(=O)Nc3c(oc4nc(-c5ccccc5)cc(C)c34)C2=O)c1
  -6%, -3%, -6%, 3%, 5%, -21%, 3%, ., 33%
- COc1ccc(N2C(=O)CC(Nc3ccc(N4CCOCC4)cc3)C2=O)c(OC)c1 (stereo not given)
  -3%, 0%, -35%, 23%, -4%, 12%, -36%, ?, -5%
- CCCCN(C(=O)CSc1cc(C)c2ccccc2n1)c1c(N)n(Cc2ccccc2)c(=O)[nH]c1=O
  6%, i, -5%, -2%, 13%, 115%[activator], -9%, -8%[59 µM], 54%[activator]
- Cc1ccccc1CN1CCCOCCS1(=O)=O
  -1%, 10%, -5%, -3%, -8%, 66%[activator], -5%[57.1 µM], ., 56%[activator]
- COc1ccc(Cl)c(Cn2c(NCc3ccccn3)nc3c2c(=O)n(C)c(=O)n3C)c1
  -3%, -1%, -16%, -3%, 0%, 2%, 10%, -11%[12.7 µM], 43%[activator]
- CCc1ccc(CNC(=O)C2CCCN(S(=O)(=O)N(CC)c3ccccc3)C2)cc1 (stereo not given)
  -4%, -2%, -14%, -2%, -4%, 2%, 2%, 5%, 32%
- CCOC(=O)N1CCN(C(=O)CC(C(=O)N2CCc3ccccc32)n2ccnc2)CC1 (stereo not given)
  0%, 0%, -1%, -3%, 0%, 3%, 4%, -11%[59 µM], 14%
- Cc1ccccc1-c1cc(C(=O)NCc2ccco2)n(CC2CC(c3cccnc3)=NO2)n1 (stereo not given)
  ., 4%, -33%, 6%, 1%, ?, ?, 5%[0.501 µM], 11%
- O=C1c2[nH]nc(-c3ccccc3O)c2C(c2ccc(Cl)cc2)N1CCc1ccccc1 (stereo not given)
  -1%, i, -4%, -7%, -2%, -5%, -5%, 9%[59 µM], 56%[activator]
- O=C(CSc1ncc2c(n1)-c1ccccc1N(Cc1ccc(F)cc1)S2(=O)=O)NCc1ccccc1
  1%, -9%, -11%, 5%, 10%, 16%, ?, 5%[59 µM], 6%
- O=C(CSc1nc(O)cc(=O)n1-c1ccccc1)c1ccc(Br)cc1
  -15%, 0%, -32%, 13%, 17%, 3%, ?, ?, 19%
- COc1ccc(Cc2c[nH]c(=O)[nH]c2=O)cc1
  0%, 3%, -9%, -1%, -15%, 8%, 13%, 27%[59 µM], 16%
- O=C(N/N=C/c1cccc2nccnc12)c1ccccc1O
  2%, 3%, -13%[11.4 µM], 4%, ?, 39%[activator], 28µM*, 13%, 61%[activator]
- COc1ccc(-c2csc(NC(=O)c3ccccc3F)n2)cc1
  -10%, 0%, -10%, 1%, 4%, 5%, 3%, 21%[0.501 µM], 24%
- Cc1ncc([N+](=O)[O-])n1Cc1cccc(F)c1
  -1%, -7%, -10%, -20%, -11%, 52%[activator], -13%, 3%, 25%
- Cc1ccc(CN2C(=O)CNC2=S)cc1
  -1%, 2%, -5%, 5%, -1%, 57%[activator], ., -43%, 42%[activator]
- CCOCC(=O)N1CCCC(C(=O)OCC)C1 (stereo not given)
  -4%, i, -10%, 0%, 0%, 22%, 7%, -3%[12.7 µM], 18%
- COc1ccc(S(=O)(=O)N2CCCCC2)cc1NC(=S)Nc1ccccc1
  -1%, -3%, -23%, 13%, 2%, 3%, -8%, -4%[59 µM], -2%
- COc1cccc(/C=N/Nc2nnc(C)n2N)c1O
  -3%, 2%, ?, 37%[activator], -3%, 4µM*, 5%, 14%, 42%[activator]
- COc1ccc(NC(=O)CSc2nc3ccccc3n2CC(=O)N2CCCCC2C)cc1 (stereo not given)
  -1%, -7%, -26%, -7%, -3%, -7%, -15%, 16%[59 µM], 1%
- Cc1cccc(N2CCN(S(=O)(=O)c3ccc4c(c3)n(C)c(=O)c(=O)n4C)CC2C)c1 (stereo not given)
  -1%, i, -5%, -3%, -5%, -8%, -38%, 20%[0.0925 µM], 31%
- CCOc1ccc(NC(=O)N(CCC(C)C)C(C)c2ccco2)cc1 (stereo not given)
  -3%, 1%, -21%, 9%, -7%, 7%, ?, -6%[0.501 µM], 17%
- O=C(NCC1CCCO1)c1cccc(S(=O)(=O)Nc2ccc(SC(F)F)cc2)c1 (stereo not given)
  ., -6%, -9%, 2%, -5%, 18%, 3%, ?, 41%[activator]
- CCCCN(C(=O)CC1CCCC1)c1c(N)n(CCCC)c(=O)[nH]c1=O
  ., -2%, -4%, 0%, -4%, -17%, 12%, -2%[12.7 µM], 36%[activator]
- CCOc1ccc(S(=O)(=O)N(CC(=O)N2CCc3ccccc32)Cc2ccco2)cc1
  -7%, -2%, -24%, 0%, 23%, -4%, 8%, -16%[59 µM], 18%
- O=C(c1cc(-c2ccccc2Cl)nc2ccccc12)N1CCC1
  ., -9%, -9%, -5%, 2%, -11%, -2%, -38%, 14%
- CCN(CC)S(=O)(=O)c1ccc(N2CCOCC2)c(NS(=O)(=O)c2ccc(C(C)C)cc2)c1
  2%, -9%, 25µM*, -22%, -3%, 5%, 7%, 21%, ?
- CCOc1ccc(CNCCSc2nnnn2C)cc1
  0%, 0%, 3%, 9%, 0%, -5%, -14%, -4%[59 µM], 28%
- CN1C/C(=C/c2cccnc2)C(=O)/C(=C/c2cccnc2)C1
  -12%, -10%, -13%, 4%, -8%, ?, -38%, ?, 36%
- O=C(N/N=C\c1cc(Br)cs1)c1ccncc1
  -6%, -2%, -15%, 1%, -4%, 2%, -15%, 29%, 36%[activator]
- CC(C)n1c(N2CCN(C(=O)Nc3ccc(Cl)cc3)CC2)nc2ccccc21
  -4%, -8%, -17%, 0%, -1%, 1%, 2%, 6%, 28%
- Cc1ccc(-n2ncc3c(NCCCN4CCOCC4)ncnc32)cc1
  -6%, 2%, -5%, 2%, -6%, 5%, -3%, 7%[59 µM], 34%
- C[C@H](NC(=O)NC1CCCc2ccccc21)C(=O)O (stereo not given in full)
  1%, -6%, 14%, -6%, -3%, -7%, 7%, ., 39%
- CCC(=O)N1CCCc2cc(S(=O)(=O)N3CCC(C(=O)NC4CCC(C)CC4)CC3)ccc21 (stereo not given)
  -6%, -3%, -20%, 0%, -7%, 22%, -10%, 14%[59 µM], 2%[57 µM]
- Cc1ccccc1CCNC(=O)CCn1ccc2cc(S(=O)(=O)N3CCCC3)ccc21
  0%, -1%, -23%, 1%, -3%, 25%, -14%, 25%, 5%
- O=C1CC(c2nc3ccccc3n2Cc2c(F)cccc2Cl)CN1c1cccc(C(F)(F)F)c1 (stereo not given)
  -7%, ., -5%, 5%, 2%, 5%, -15%, -1%[59 µM], 23%
- O=[N+]([O-])c1cc(-c2nc(-c3ccccc3)no2)ccc1NCc1cccnc1
  -14%, 7%, -28%, 4%, 0%, 10%, ?, -26%[59 µM], 11%
- Nc1c(S(=O)(=O)c2cccs2)c2nc3ccccc3nc2n1Cc1cccs1
  -9%, -9%, -3%, 0%, 48%[activator], 19%, 41%[activator], 15%, 58%
- O=C(Cn1c(=O)n(Cc2ccco2)c(=O)c2ccccc21)Nc1ccc(Cl)cc1Cl
  -6%, -5%, -7%, -1%, 27%, 1%, 0%, 2%[59 µM], 8%
- Nc1c(C(=O)c2ccccc2)sc2nsc(SCCN3CCOCC3)c12
  -8%, -5%, -19%, 13%, ?, 86%[activator], -16%, ., 54%[activator]
- COC(=O)C1C2C=CC(C3CC23)C1C(=O)OCC(=O)c1ccccc1 (stereo not given)
  -1%, 3%, 0%, 7%, -14%, 18%, 1%, -2%, 13%
- CC(=O)N1CCN(C(=O)COc2ccccc2C(=O)Nc2ccccc2)CC1
  -5%, i, -15%, -2%, -5%, 28%, -15%, 6%, 28%
- CN(NC(=O)c1ccco1)c1nc2ccccc2nc1C(F)(F)F
  0%, -6%, 1%, 0%, -1%, 45%[activator], -25%, ?, 55%[activator]
- Cc1ccc(NS(=O)(=O)c2ccc3c(c2)CC(C)N3C(=O)C2CCC2)cc1Cl (stereo not given)
  -14%, i, -27%, 17%, 5%, 8%, -8%, -4%[59 µM], -6%
- O=C(Nc1ccccc1OC(F)F)c1ccc(S(=O)(=O)N2CCCC2)cc1
  ., -2%, 5%, 3%, -6%, 8%, -5%, 18%[59 µM], 18%

# Single values from the list.
# Under G9a block, `Cc1ccccc1-c1cc(C(=O)NCc2ccco2)n(CC2CC(c3cccnc3)=NO2)n1` (stereo not given) reads 5%[0.501 µM]
# Under JMJD2A Tudor, `O=C1CC(c2nc3ccccc3n2Cc2c(F)cccc2Cl)CN1c1cccc(C(F)(F)F)c1` (stereo not given) reads -5%

# Assay outcomes (PubChem BioAssay)

# An excerpt, so the mix of outcomes need not match the whole.
